High-throughput results deposited in PubChem BioAssay by National Center for Advancing Translational Sciences (NCATS).
GLP1R inv ag – GLP-1 receptor (human) inverse agonism. AID 624417. P43220. HEK293 GLP-1R CRE-luciferase, luminescence, 24 h; GLP-1R form is constitutively active. hit rate 1.6% among 410,000. Potency, µM (highest dose often 38.3 µM), for the others: top-dose activity change, negative = inhibition, usual class: inhibitors; further: potency means the concentration at half of the fitted maximal effect; on the % scale 0 is the no-effect control and ±100 the full control effect; nearly all actives have a fitted effect of over 55% in size
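Inverse agonists were sought by their lowering of basal cAMP reporter luciferase output in HEK293 cells stably carrying constitutively active human GLP-1R, after 24 h compound treatment.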
EPAC1 antagonist – antagonists of human EPAC1. O95398. EPAC1 GEF assay, Rap1b-BODIPY-GDP exchange fluorescence. Potency, µM (series often up to 115 µM), for the others: top-dose activity change, negative = inhibition, hits mostly inhibitors. hit rate 0.14% among 360,000;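 further: potency means the concentration at half of the fitted maximal effect; plate controls were vehicle for no effect and positive control for full effect; nearly all actives have a fitted effect of over 50% in size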
PTHR1 agonist – activates the human parathyroid hormone receptor PTHR1. hit rate 0.075% among 410,000. AID 743266. Q03431. Potency, µM (series often up to 115 µM), inactives show at the highest dose activation, most hits filed as activators. HEK293 GP2 PTHR1 cells, GloSensor cAMP luminescence, 1 h; further: potency means the concentration at half of the fitted maximal effect; nearly all actives have a fitted effect of over 55% in size; some results filed as inactive show a strong effect at the top dose; inactives centre near -15; many of its hits are not listed in these tables
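HEK-293-derived GP2 cells expressing PTHR1 and a GloSensor cAMP reporter, 3,000/well, plated overnight, given luciferin plus IBMX (each 0.5 mM as added) for 1 h at 37 °C, then compound for 1 h at 37 °C. Luminescence was read after 15 min at room temperature.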
IL-2 act – activators of IL-2. IL-2 activation reporter assay, cell-based qHTS; stimulated with anti-CD3/CD4/CD28 beads; in transgenic mouse T cells. activation, % (series mostly up to about 46 µM). hit rate 0.065% among 360,000. AID 652025; in the data active means activation above about 50%; inconclusive means mostly about 30% to 49%; further: 0% is about no effect
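Readout: EGFP and DsRed signals by fluorescent plate cytometry. Unstimulated transgenic mouse T cells received compound 60 min before antibody-bead stimulation, then incubated 18 h at 37 degrees C.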
GLP1R ag – activates the human GLP-1 receptor. P43220. HEK293 GLP-1R CRE-luciferase, luminescence, 4-6 h; cells express a hypersensitive GLP-1R form. Potency, µM (top dose mostly 45.6 µM), for inactives: at the highest dose activation, most hits filed as activators. hit rate 0.007% among 380,000; further: potency means the concentration at half of the fitted maximal effect; % of control where 0% means no effect
PI5P4K alpha inh – PI5P4K alpha (human) kinase inhibition | PI5P4Kalpha enzyme, ADP-Glo luminescence, 60 min; active compounds read low | hit rate 1.2% among 330,000 | max response, % | P48426; active means max response of -50% or lower; inconclusive means between -30% and -50%; inactive means -30% or higher; further: value at the top dose of about 77 µM; on the % scale 0 is the no-effect control and ±100 the full control effect
Target sequence (P48426 whole entry, looked up): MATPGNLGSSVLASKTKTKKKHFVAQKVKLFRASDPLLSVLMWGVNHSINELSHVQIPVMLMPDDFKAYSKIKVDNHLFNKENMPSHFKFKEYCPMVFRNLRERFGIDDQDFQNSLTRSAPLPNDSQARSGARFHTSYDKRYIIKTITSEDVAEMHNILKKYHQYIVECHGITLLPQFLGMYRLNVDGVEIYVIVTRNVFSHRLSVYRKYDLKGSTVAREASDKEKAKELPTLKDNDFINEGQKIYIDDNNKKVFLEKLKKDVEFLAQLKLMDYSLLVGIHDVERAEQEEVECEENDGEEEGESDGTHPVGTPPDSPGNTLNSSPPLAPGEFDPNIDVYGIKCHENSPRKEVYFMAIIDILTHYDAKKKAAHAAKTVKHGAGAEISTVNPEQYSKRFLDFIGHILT
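Compounds were pin-transferred onto PI5P4Kalpha and substrate in HEPES pH 7.4 buffer with EGTA, CHAPS and 5% DMSO. ATP (5 microM final) started the reaction, which ran 60 minutes at room temperature before ADP-Glo detection.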
HEK293 tox – cytotoxic in the GLP-1 receptor inverse agonist counter-screen; HEK293 cAMP-luciferase reporter cells, luminescence, 24 h; Potency, µM (doses to about 38.3 µM), for the others: at the highest dose activity change, negative = inhibition, usual class: inhibitors; hit rate 0.13% among 410,000; AID 624418;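 further: loss of luciferase light is scored as toxicity; potency means the concentration at half of the fitted maximal effect; on the % scale 0 is the no-effect control and ±100 the full control effect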
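Luminescence readout: signal drop marks cytotoxicity. Plated cells grew 12 h at 37 °C, 5% CO2, received 23 nL compound for 24 h, then got luciferase reagent, read after 12 min at RT.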
EPAC1 ag – EPAC1 (human) agonism | O95398 | EPAC1 agonist qHTS, biochemical assay; response scale: 100% = response to 6.5 mM cAMP | Potency, µM (highest dose often 154 µM), for inactives: at the top dose activation, hits mostly activators | hit rate 0.073% among 360,000 | AID 720707; further: potency means the concentration at half of the fitted maximal effect; nearly all actives have a fitted effect of over 60% in size
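Fluorescent GDP-exchange assay: 100 nM EPAC1 with 250 nM Rap1B preloaded with BODIPY-GDP and 50 uM GDP; compounds tested as concentration series, 5 min at room temperature, then read every 5 min for 30 min (ex 480/em 540 nm); normalized to 6.5 mM cAMP.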
PLK1 PBD inh – blocks phosphopeptide binding to human PLK1 polo-box domain; Potency, µM, for the others: max response, negative = inhibition, hits mostly inhibitors; hit rate 2.8% among 360,000; Plk1 PBD binding of FITC phosphopeptide, fluorescence polarization; P53350; AID 720504; further: potency means the concentration at half of the fitted maximal effect; series mostly up to about 57 µM; on the % scale 0 is the no-effect control and ±100 the full control effect; nearly all actives have a fitted effect of over 65% in size
Target sequence (P53350 whole entry, looked up, the tested form may be a part): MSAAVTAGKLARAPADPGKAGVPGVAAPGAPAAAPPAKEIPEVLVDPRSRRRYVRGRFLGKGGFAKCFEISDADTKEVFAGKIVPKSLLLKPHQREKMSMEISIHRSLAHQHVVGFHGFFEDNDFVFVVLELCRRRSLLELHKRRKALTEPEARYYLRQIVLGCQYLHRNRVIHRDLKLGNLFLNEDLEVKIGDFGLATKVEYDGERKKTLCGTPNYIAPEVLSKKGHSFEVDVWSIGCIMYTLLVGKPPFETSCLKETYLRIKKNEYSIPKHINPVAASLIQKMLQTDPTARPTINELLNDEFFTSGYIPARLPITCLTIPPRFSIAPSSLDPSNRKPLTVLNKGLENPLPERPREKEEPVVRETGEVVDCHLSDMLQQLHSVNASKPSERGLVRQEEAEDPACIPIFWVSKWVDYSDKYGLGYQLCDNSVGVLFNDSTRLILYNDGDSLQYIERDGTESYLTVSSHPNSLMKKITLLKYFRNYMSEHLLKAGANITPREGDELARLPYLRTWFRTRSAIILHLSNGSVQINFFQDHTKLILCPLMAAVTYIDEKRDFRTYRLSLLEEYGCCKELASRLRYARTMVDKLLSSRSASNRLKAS
Active calls of the source: *; i = inactive; ? = inconclusive; . = not tested or not shown; & = joins results of further samples; [ ] = another dose, or the depositor's remark. Unless noted, the call rests on the fitted dose curve; in most records, active means well fitted curve in the direction sought with a large enough effect; inconclusive means small, poorly fitted or top-dose-only effect, or another doubt; inactive means no such curve, though single readings can be large; an effect the other way counts as inactive or inconclusive. Not all compounds are listed, so the mix of outcomes need not match the whole.

SMILES	GLP1R inv ag	EPAC1 antagonist	PTHR1 agonist	IL-2 act	GLP1R ag	PI5P4K alpha inh	HEK293 tox	EPAC1 ag	PLK1 PBD inh
CC(C)CCNC(=O)c1onc(CSc2nc3ccccc3[nH]2)c1C(=O)NCCC(C)C	-23%	-26%	-6%	-0.3	0%	1	6%	-30%	9%
O=C(Nc1cccc(-c2cn3cccnc3n2)c1)c1ccc(Br)o1	3%	-2%	i	-0.6	-7%	.	-11%	1%	2%
Clc1ccccc1COc1ccc(/C=N/n2cnnc2)cc1	29%	34%[activator]	-16%	0.6	8%	0	0%[1.53 µM]	8%	3%
COc1ccc(CCNC(=O)c2cc3c(=O)n4cccc(C)c4nc3s2)cc1OC	0%	-11%	-3%	-0.2	13%	1	-17%	1%	2%
CC(=O)N=c1sc2nc3ccccc3nc2n1N(C(C)=O)C(C)=O	-3%	-1%	i	-1.6	0%	.	5%	12%	?
Cc1cccc(N2CCN(C(C)C(=O)N3CCc4ccccc43)CC2)c1C (configuration not stated)	-9%	-5%	i	1.1	15%	22	2%	6%	-8%
C=C1C[C@H]2[C@@H]3C=C(C)C4=CC(=O)CC[C@]4(C)[C@H]3CC[C@]2(C)[C@@]1(OC(C)=O)C(C)=O	-7%	1%	i	-0.2	3%	0	5%	-4%	1%
CCOC(=O)c1cccc(NC(=O)CSc2nnc(-c3cccnc3)n2CC)c1	18%	1%	i	0.7	1%	0	-1%	5%	-1%
CSc1c(CC(=O)Nc2ccccc2Cl)n(Cc2ccccc2)c2ccccc12	?	5%	i	1.3	-15%	2	1%	7%	-4%
O=C(CCn1c(=O)c2ccccc2n(Cc2cc(=O)n3ccccc3n2)c1=O)NCc1ccco1	10%	9%	i	0.1	11%	-3	-2%	-4%	0%
N=C(N)SCc1cn(-c2ccccc2)nc1-c1ccc(Br)cc1	?	-19%	-83%[inhibitor]	-0.3	-7%	18	?	-6%	-3%
CC(C)[C@@H]1Cc2[nH][nH]c(=O)c2[C@H](C)O1	22%	-7%	-9%	-0.3	-2%	1	-5%	-5%	1%
CC(C)C(C(=O)NC(C)(C)C)N1C(=O)c2ccccc2C1=O (configuration not stated)	0%	-17%	i	-0.6	-7%	.	2%	0%	-4%
OC(c1ccc(F)cc1)c1nc(-c2ccccc2)cs1 (configuration not stated)	?	-9%	-32%[inhibitor]	0.0	-6%	1	-7%	-5%	-2%
CSc1cccc(NC(=O)C2CCN(S(=O)(=O)c3ccc4[nH]c(=O)ccc4c3)CC2)c1	2%	.	-17%	.	0%	.	-4%	.	.
COc1ccc(C)cc1NC(=O)CN1C(=O)COc2ccc(S(=O)(=O)N3CCCCCC3)cc21	?	-4%	-9%	-5.0	1%	-3	-12%&-1%	-10%	?
O=[N+]([O-])c1ccccc1-n1cnc2ccccc21	-10%	5%	i	-0.7	14%	6	3%	11%	-18%
COc1ncccc1-c1nnn(-c2ccc(Cl)c(Cl)c2)n1	14%	10%	-32%[inhibitor]	-0.2	4%	0	9%	0%	-10%
Cc1nc(Nc2cccc(C(C)O)c2)c2nnn(Cc3ccc(F)cc3)c2n1 (configuration not stated)	?	-7%	-70%[inhibitor]	1.9	14%	0	0%	-7%	-5%
CCOCCCNC(=O)C1CCCN1S(=O)(=O)c1ccc(Cl)cc1 (configuration not stated)	2%	13%	i	-0.1	-6%	-1	2%	-5%	1%
COc1ccc([N+](=O)[O-])cc1N(CC(=O)Nc1ccccc1C(=O)N1CCOCC1)S(C)(=O)=O	5%	-14%	-5%	-1.1	-7%	-7	-4%	9%	-3%
COc1ccc(/C=N/NC(=O)C2c3ccccc3-c3ccccc32)cc1	-28%	-5%	-11%	-0.3	2%	-6	7%	3%	-11%
Cc1nnc(SCC(=O)NC(C)(C)C)n1NCc1ccc(N(C)C)cc1	-19%	-3%	-43%[inhibitor]	-3.5	-2%	7	-10%	2%	-1%
Cc1ccc(C(=O)N/C(=C\c2cn(C)c3ccccc23)C(=O)OCCN(C)C)cc1	?	6%	i	-1.2	14%	-6	18%	8%	-3%
CCOC(=O)c1[nH]c2ccc(F)cc2c1NC(=O)c1cc(OC)c(OC)c(OC)c1	7%	-22%	i	-1.4	-6%	-20	-3%	7%	24µM*

Ordered by heavy-atom count (lowest first): part of the list above
SMILES	GLP1R inv ag	EPAC1 antagonist	PTHR1 agonist	IL-2 act	GLP1R ag	PI5P4K alpha inh	HEK293 tox	EPAC1 ag	PLK1 PBD inh
CC(C)[C@@H]1Cc2[nH][nH]c(=O)c2[C@H](C)O1	22%	-7%	-9%	-0.3	-2%	1	-5%	-5%	1%
Clc1ccccc1COc1ccc(/C=N/n2cnnc2)cc1	29%	34%[activator]	-16%	0.6	8%	0	0%[1.53 µM]	8%	3%
O=C(Nc1cccc(-c2cn3cccnc3n2)c1)c1ccc(Br)o1	3%	-2%	i	-0.6	-7%	.	-11%	1%	2%

Taken from the listing, two compounds:
SMILES	GLP1R inv ag	EPAC1 antagonist	PTHR1 agonist	IL-2 act	GLP1R ag	PI5P4K alpha inh	HEK293 tox	EPAC1 ag	PLK1 PBD inh
Cc1ccc(C(=O)N/C(=C\c2cn(C)c3ccccc23)C(=O)OCCN(C)C)cc1	?	6%	i	-1.2	14%	-6	18%	8%	-3%
CCOC(=O)c1[nH]c2ccc(F)cc2c1NC(=O)c1cc(OC)c(OC)c(OC)c1	7%	-22%	i	-1.4	-6%	-20	-3%	7%	24µM*

Copied from the list:
CCOC(=O)c1cccc(NC(=O)CSc2nnc(-c3cccnc3)n2CC)c1 | HEK293 tox = -1%
COc1ccc([N+](=O)[O-])cc1N(CC(=O)Nc1ccccc1C(=O)N1CCOCC1)S(C)(=O)=O | GLP1R inv ag = 5%

(more compounds)
SMILES	GLP1R inv ag	EPAC1 antagonist	PTHR1 agonist	IL-2 act	GLP1R ag	PI5P4K alpha inh	HEK293 tox	EPAC1 ag	PLK1 PBD inh
COc1ccc(/C=C2\SC(=N)N(c3ccc(F)cc3)C2=O)cc1	32%[activator]	-7%	i	-0.5	4%	-15	4%	-2%	-6%
Cc1cc(C(=O)CN2C(=O)C(=O)N(Cc3ccccc3)C2=O)c(C)n1-c1ccccc1F	-5%	4%	7%	-1.5	12%	-6	-8%	9%	-15%
CCOP(=O)(OCC)C(Cc1ccc(OC)c(OC)c1)N=C(c1ccccc1)c1ccccc1 (configuration not stated)	-4%	-19%	i	0.1	-2%	2	1%	-20%	-3%
Nc1nc(SCC(=O)N2CCN(c3ccccc3)CC2)n[nH]1	9%	6%	-4%	5.6	10%	-9	1%	-2%	-1%
O=C(CNC(=O)c1ccco1)N=Nc1c(O)[nH]c2ccc(Br)cc12	25%	4%	4%	-2.7	-3%	?	3%	1%	-20%
COc1ccccc1NS(=O)(=O)c1cccc(C(=O)N/N=C/c2c(CO)cnc(C)c2O)c1	?	-18%	-47%[inhibitor]	0.9	-3%	9	5%	5%	-2%
OC[C@@H]1CN(Cc2ccco2)C[C@H](n2cnc3c(NCc4ccncc4)ncnc32)O1	28%	-1%	-4%	-0.3	-7%	-1	1%	17%	0%
O=C(NCC1COc2ccccc2O1)c1ccc(Br)s1 (configuration not stated)	?	-21%	-1%	-3.7	-2%	3	-1%	-17%	-1%
CCOc1ccccc1C(=O)N[C@H](C(=O)OCc1csc(CC(=O)Nc2ccc(C)cc2)n1)C(C)C	?	-7%	-17%	-0.8	13%	7	-16%	1%	12%
COc1cccc2cc(-c3ccccc3)oc12	3%	-4%	-10%	-0.2	7%	-7	3%	5%	-5%
CS(=O)(=O)N(CC(=O)N1CCN(c2ccccc2F)CC1)c1cc(C(F)(F)F)ccc1Cl	-1%	-5%	-14%[57.5 µM]	-0.1	5%	.	4%	10%	-2%
Cc1cccc(C)c1NC(=O)C(NC(=O)c1ccccn1)c1ccccc1[N+](=O)[O-] (configuration not stated)	?	-14%	i	1.2	2%	-4	-4%	-2%	-10%
Cc1ccc(C)c(S(=O)(=O)N2CCCOC2CNC(=O)C(=O)NCc2ccco2)c1 (configuration not stated)	-2%	-7%	i	-0.5	1%	-7	3%	9%	-17%
Cc1ccc(NN2C(=O)C=C(c3ccc(Cl)cc3)C2=O)cc1	-1%	?	-20%	-6.5	-19%	-11	?	3%	4.7µM*
CCOC(=O)C(=CNc1cc(C)ccc1[N+](=O)[O-])C(=O)OCC	0%	2%	i	1.1	-6%	1	1%	-1%	5%
COc1ccc(NC2CCCN(C(=O)CSc3ccccc3)C2)cc1OC (configuration not stated)	-17%	-28%	-17%	-2.7	1%	-3	6%	5%	-8%
O=C(Nc1c(-c2ccccc2)[nH][nH]c1=O)c1ccc(-c2ccccc2)cc1	22%	-10%	i	0.2	.	-1	-1%	-3%	-13%
Cn1c(-c2cc3c(C(F)(F)F)nn(C)c3s2)n[nH]c1=S	3%	7%	i	0.0	1%	-30	1%	-7%	-5%
CCNC(=O)C1(C)CCN(Cc2csc(-c3ccccc3)n2)C1 (configuration not stated)	?	-1%	i	-0.5	0%	?	-4%	11%	-11%
Cc1ccc(C)c(NCC(=O)c2ccc(Cl)cc2)c1	?	-16%	-87%	-4.3	-1%	13	-6%	6%	-3%
CCCc1cc(=O)oc2cc(C)c(CN3CCCC3)c(O)c12	22%	?	i	3.5	-10%	-81*	-2%	-14%	?
CC(=O)Nc1ccc(S(=O)(=O)c2cc(O)ccc2O)cc1	11%	-23%	-1%	-1.2	-3%	2	10%	5%	-14%
